Screening results (PubChem)
AID inh – Primary qHTS assay for inhibitors of Activation Induced Cytidine Deaminase (AID): AID signal | Single-stranded DNA cytosine deaminase (Homo sapiens), Q9GZX7 | Potency, µM (doses to about 115 µM), inactives show at the highest dose activity change, negative = inhibition, actives largely listed as inhibitors | AID deamination FRET fluorescence, UDG-coupled, 4 h | 91,000 compounds, 0.32% hits | AID 1347428, 2020; note: nearly all actives have a fitted effect of over 25% in size
Target sequence (Q9GZX7 whole entry, looked up): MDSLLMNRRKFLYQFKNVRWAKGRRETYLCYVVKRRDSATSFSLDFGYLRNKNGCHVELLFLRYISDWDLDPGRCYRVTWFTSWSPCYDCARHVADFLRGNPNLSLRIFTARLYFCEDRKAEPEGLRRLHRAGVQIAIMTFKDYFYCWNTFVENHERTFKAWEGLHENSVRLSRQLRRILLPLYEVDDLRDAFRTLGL
UDG counter – Primary qHTS assay for inhibitors of Activation Induced Cytidine Deaminase (AID): UDG Counterscreen signal | Uracil-DNA glycosylase | FRET deamination/UDG coupled assay, UDG read, 4 h | Potency, µM (highest dose often 115 µM), for inactives: top-dose activity change, negative = inhibition, most hits filed as inhibitors | 91,000 compounds, 0.14% hits; note: nearly all actives have a fitted effect of over 65% in size
An asterisk follows results filed as active; ? = inconclusive; [ ] = dose if it differs, or a comment. Calls come from the whole dose curve; as a rule, active = well fitted curve in the direction sought with a large enough effect; inconclusive = small, poorly fitted or top-dose-only effect, or another doubt; inactive = no such curve, though single readings can be large; an effect the other way counts as inactive or inconclusive. % is set by controls: 0 for no effect and ±100 for the full control effect; potency is the fitted concentration of half-maximal effect.

SMILES	AID inh	UDG counter
Cc1ccc(CN(C)C(=O)c2ccc(C3SCCS3)cc2)c(C)c1	-14%	0%
COC(=O)c1cnc(Nc2cc(C)ccc2OC)c2ccccc12	5%	-4%
NC1(C(=O)O)CCCCC1	3%	0%
O=C(c1cc2cc(F)ccc2[nH]1)N(Cc1ccco1)Cc1ccco1	10%	-10%
Cc1cccc(CNc2ncc(C(N)=O)cc2Cl)n1	0%	1%
Cc1ccc(C)c(Cn2c(=O)c3c(nc4n3CCN4c3ccc(F)cc3)n(C)c2=O)c1	20%	9%
Cc1ccc(C)c(OCC(=O)Nc2ccc(S(=O)(=O)Nc3onc(C)c3C)cc2)c1C	-26%	3%
CC(=O)N1c2ccc(S(=O)(=O)N3CCCCCC3)cc2CC1C(=O)NCc1cccc(C)c1 (centres undefined)	2%	-5%
O=C(CCCSc1nc2ccccc2s1)NCc1ccc(F)cc1	-11%	0%
CCOC(=O)c1c(-c2ccccc2)oc2cc(Br)c(OCc3ccccc3)cc12	3%	-16%
COc1ccccc1CN1CCC(Cc2ccccc2)CC1	-5%	0%
Fc1cccc(NC(=S)NCCc2c[nH]c3ccccc23)c1	-1%	2%
COc1ccc2c(c1)c1c(c(=O)n(Cc3ccccc3)c(=O)n1Cc1ccc(C)cc1)n2C	-15%	-6%
NC(=O)c1ccc(CNC2(c3ccc(F)cc3)CCCC2)cc1	-7%	-3%
COc1ccccc1NC(=O)CN(C)S(=O)(=O)c1cccc2cccnc12	-12%	-7%
CCOC(CNC(=O)CSCc1nc(-c2ccc(C)cc2)oc1C)OCC	3%	-8%
CSc1nc2sc3c(c2c(=O)n1-c1ccc(F)c(Cl)c1)CCN(C(C)=O)C3	4%	-28%
CC(C)(C)c1nc2cc(NC(=O)c3cc[n+]([O-])cc3)ccc2o1	-9%	-9%
Cc1ccc2oc(=O)c3cnn(CC(=O)NCc4ccccc4Cl)c3c2c1	-9%	20%
CSc1ccc(CCNC(=O)c2cc(C)nc3c2c(C)nn3-c2ccccc2)cc1	4%	6%
NC(=O)c1ccccc1N=Cc1ccccc1O	0%	5%
Cc1nc2ccc(S(=O)(=O)CCC(=O)Nc3ccc(C)c(C)c3)cc2s1	5%	41%[activator]
COc1cc2c(=O)c(S(=O)(=O)c3ccc(C)cc3)cn(Cc3cccc(C)c3)c2cc1OC	40µM*	-19%
NS(=O)(=O)c1ccc(CCNC(=O)C2CCN(c3ncnc4c3nc3n4CCCCC3)CC2)cc1	2%	2%
Cc1c(CC(=O)O)c(=O)oc2cc(OCc3ccc(F)cc3)ccc12	-8%	-5%
Carrying on:
SMILES	AID inh	UDG counter
O=C(/C=C/c1ccc(-c2ccccc2Cl)o1)c1ccc(F)cc1	-6%	-9%
CCc1cnc2c(c1SCC(=O)N1CCCCC1)c(=O)n(C)c(=O)n2C	-4%	6%
Cc1cccc(C)c1NC(=O)CN1C(=O)CCSc2ccc(S(=O)(=O)N3CCCC3)cc21	2%	1%
OCCCNCc1ccc(-c2ccccc2)cc1	-1%	5%
Cc1ccc(C)c(C(=O)CSc2nnc(COc3ccc(Cl)cc3)n2C)c1	2%	-12%
CCOC(=O)c1c(NC(=O)Nc2ccc(F)cc2)sc(C(=O)N(C)C)c1C	11%	43%[activator]
CC(C)Oc1ccc(C(=O)NCCc2csc(-c3cccc(F)c3)n2)cc1	45µM*	0%
O=C(O)c1ccc(S(=O)(=O)NCCCO)cc1	-3%	4%
O=C(c1cnn(-c2cccc(F)c2)c1-n1cccc1)N1CCN(c2ccccc2F)CC1	?	-1%
N#Cc1ccccc1S(=O)(=O)N1CCN(c2nc(-c3cccnc3)nc3ccccc23)CC1	-4%	-1%
O=Cc1cccn1C(Cc1ccccc1)C(=O)O (centres undefined)	13%	10%
CCn1c(C(=O)NCc2ccccc2Br)cc2oc3ccccc3c21	-11%	4%
CCOC(=O)C1CCCN(C(=O)c2ccc3c(c2)sc2nc(-c4ccc(C)cc4C)cn23)C1 (centres undefined)	-3%	9%
COC(=O)c1ccc([C@@H]2Nc3c(OC)ccc(C)c3[C@@H]3C=CC[C@@H]32)cc1	74%[activator]	1%
C[Si](C)(C)C#C/C=C/S(=O)(=O)c1ccccc1	-17%	2%
Cc1nn(-c2ccccc2)c(OC(=O)C(C)C)c1Sc1ccc(Cl)cc1	?	-21%
COc1ccc(C2CC(=O)Nc3c2c(=O)n(C)c2nc4ccccc4n32)cc1 (centres undefined)	-11%	-9%
Cc1ccc(CNC(=O)c2sccc2C)cn1	2%	-8%
CN1Cc2c(N)cccc2C(c2ccccc2)C1 (centres undefined)	22%	4%
NC(=S)N/N=C1\CCCCC1c1nccc2ccccc12 (centres undefined)	6%	7%
O=C(NCc1ccc2c(c1)OCO2)c1cccc(N2CCCN(Cc3ccc(F)cc3)C2=O)c1	-16%	4%
O=C(NCc1ccnc(OCC(F)(F)F)c1)c1cccs1	-7%	1%
CC1CCN(S(=O)(=O)c2ccc3nc(N4CCN(c5ccccc5)CC4)ccc3c2)CC1	7%	-9%[57.5 µM]
CCCc1cc(=O)oc2cc(OCC(N)=O)ccc12	-2%	3%
CCOCCCNCc1ccccc1Cl	-3%	-4%
Continued:
SMILES	AID inh	UDG counter
Cc1ccc(CNC(=O)c2cc(-c3ccc(Cl)cc3)on2)cc1	3%	1%
O=c1c2nccnc2nc(SCc2cccc(F)c2)n1Cc1ccc2c(c1)OCO2	-20%	6%
COc1ccc(-c2nc(C#N)c(NCCN3CCOCC3)o2)cc1	0%	8%
COC(=O)c1ccc(/C=N/OCc2ccccc2Cl)cc1	-1%	1%
Cc1ccc2nc(/C=C/c3ccc([N+](=O)[O-])cc3)ccc2c1	-9%	-9%
Cc1ccc([N+](=O)[O-])cc1C#Cc1ccccc1	-15%	-7%
Cn1ncc2c(NC3CCC(c4ccccc4)CC3)ncnc21 (centres undefined)	-13%	-2%
CCOCCCNC(=O)CN1C(=O)c2c(c3ccccc3n2C)C1c1ccc(OC)cc1 (centres undefined)	-3%	8%
Cc1ccc(-c2cc(=O)c3cc(F)ccc3o2)cc1	-8%	-4%
Cc1ccc2nc(C)c(CC=C(Cl)Cl)c(Cl)c2c1	-12%	1%
O=C(CCc1ccccc1)N1CCc2c([nH]c3ccccc23)C1c1ccc(Cl)cc1 (centres undefined)	-27%	-7%[57.5 µM]
CCCCn1c(-n2nc(C)cc2C)nc2c1c(=O)n(CC(=O)OC)c(=O)n2C	2%	-3%
O=C(CN1CCN(c2ccc(O)cc2)CC1)N(Cc1cccs1)C1CCS(=O)(=O)C1 (centres undefined)	24%	2%
CCOC(=O)C(=O)Nc1ccc(NC(C)=O)cc1	10%	1%
COc1cccc(N2CCN(c3ccc4nnc(CCC(=O)O)n4n3)CC2)c1	18%	4%
Cc1ccc(-c2nnc3ccccc3c2C(=O)Nc2cccc(Cl)c2)cc1	15%	10%
CCC(Oc1ccccc1)C(=O)Nc1nn2c(-c3ccc(OC)c(OC)c3)nnc2s1 (centres undefined)	-18%	-1%
O=C(c1cc2c(s1)CCC2)N1CCN(S(=O)(=O)c2ccccc2)CC1	-12%	-6%
CCN(CC)CCN(C(=O)c1ccc(C(=O)OC)cc1)c1nc2ccc(Cl)cc2s1	14%	-17%[57.5 µM]
COc1ccccc1/C(C#N)=C\c1ccccc1Cl	-25%	-17%
O=S(Cc1ccc(Cl)cc1)Cc1ccccc1F (centres undefined)	-13%	0%
CC(NC(=O)c1cccc(N(C)C)c1)c1ccccc1 (centres undefined)	-1%	5%
COc1ccc(CCC(=O)NCc2ccc3c(c2)CCN3C(=O)c2ccc(F)cc2)cc1	-17%	?
Cc1ccc(NC(NC(=O)c2ccccc2C)C(Cl)(Cl)Cl)c(C)c1 (centres undefined)	1%	1%
CCCCNC(=S)N/N=C1/CC(C)CC(C)(C)C1 (centres undefined)	-2%	-6%
The list continues.
SMILES	AID inh	UDG counter
O=C1C(c2ccc(C(F)(F)F)cc2)=C(Nc2ccc(Cl)cc2)c2ccccc21	16%	-10%
Cc1cc(OC(C)C(=O)N(Cc2ccco2)Cc2ccco2)cc(C)c1Cl (centres undefined)	?	-6%[57.5 µM]
CS(=O)(=O)NCC(c1ccco1)N1CCN(c2ccccc2)CC1 (centres undefined)	13%	-5%[57.5 µM]
CCN(CC)S(=O)(=O)c1ccc(S(=O)(=O)Nc2ccc(SC#N)cc2F)cc1	-4%	-1%
Cc1nn(-c2ccccc2)c(OC(=O)c2ccccc2Br)c1S(=O)(=O)c1ccccc1	26%	-3%
Cc1ccc(Cl)cc1NS(=O)(=O)c1ccc2oc(=O)c3ncn(C)c3c2c1	4%	3%[57.5 µM]
COc1ccc2nc(NC(=O)c3cc(=O)c4ccccc4o3)sc2c1	?	-10%
CCOc1ccc(NC(=O)NC2CCN(c3nc4ccccc4s3)CC2)cc1	-16%	-8%
CCOc1ccc(/C(O)=C2\C(=O)C(=O)N(Cc3ccco3)C2c2ccccc2)cc1Cl (centres undefined)	?	13%
O=C1CCCC2=C1C(c1ccc(OCc3ccc([N+](=O)[O-])cc3)c(Cl)c1)C1=C(CCCC1=O)O2	-10%	-2%
CC(=O)c1ccc(/C=C/C(=O)O)o1	-1%	-6%
Cc1cc(OC(C)C(=O)NCCCn2ccnc2)c2c(C)cc(=O)oc2c1 (centres undefined)	2%	0%
Cc1ccc(/C=C(/C#N)C(=O)C(C)C)c(C)c1	-10%	11%
c1cncc(-c2nc(Sc3ccc4c(c3)OCCCO4)c3ccccc3n2)c1	-4%	10%
O=C(CN1CCN(CC(=O)Nc2ccccc2F)CC1)Nc1ccc(Cl)c(C(F)(F)F)c1	?	?
Cc1ccc(CNC(=O)CCC(=O)N2Cc3ccccc3Oc3ncccc32)cc1	-17%	-4%
CCOC(=O)c1cc(OC(=O)c2ccc(OC)cc2)n(-c2ccccc2)n1	17%	9%
COc1ccc(NC(=O)c2sc3ncnc(N(C)c4ccccc4)c3c2C)cc1Cl	-17%	-7%
O=C(C1CCN(c2ncnc3c2nc2n3CCCCC2)CC1)N1CCN(c2ccc(F)cc2)CC1	3%	2%
O=C(CCc1ncc(-c2ccccc2)o1)NCC(c1ccccc1)N1CCCC1 (centres undefined)	-1%	-3%
Cc1ccc(CCNC(=O)c2cc3cc(S(=O)(=O)N4CCCCC4)ccc3n2C)cc1	-10%	-11%
Cc1cccc(C(=O)Nc2cccc(OCc3cc(=O)n4cccc(C)c4n3)c2)c1	-2%	-4%
C/C(=N/Nc1ccc(S(N)(=O)=O)cc1[N+](=O)[O-])c1ccc(Cl)cc1Cl	-5%	-2%
O=C(Nc1nc(-c2ccco2)cs1)c1ccccc1Br	-1%	-6%
Cc1ccc(-n2ncc(C(=O)NCCc3c[nH]c4ccccc34)c2C2CCN(C(=O)OC(C)(C)C)CC2)cc1C	-22%	-21%

An excerpt from above in order of number of heavy atoms, low to high.
SMILES	AID inh	UDG counter
O=C(O)c1ccc(S(=O)(=O)NCCCO)cc1	-3%	4%
NC(=O)c1ccccc1N=Cc1ccccc1O	0%	5%
CCCc1cc(=O)oc2cc(OCC(N)=O)ccc12	-2%	3%
CC(NC(=O)c1cccc(N(C)C)c1)c1ccccc1 (centres undefined)	-1%	5%
COC(=O)c1ccc(/C=N/OCc2ccccc2Cl)cc1	-1%	1%
Cn1ncc2c(NC3CCC(c4ccccc4)CC3)ncnc21 (centres undefined)	-13%	-2%
Cc1ccc(CN(C)C(=O)c2ccc(C3SCCS3)cc2)c(C)c1	-14%	0%
Cc1nn(-c2ccccc2)c(OC(=O)C(C)C)c1Sc1ccc(Cl)cc1	?	-21%
Cc1ccc(-c2nnc3ccccc3c2C(=O)Nc2cccc(Cl)c2)cc1	15%	10%
COc1ccc(C2CC(=O)Nc3c2c(=O)n(C)c2nc4ccccc4n32)cc1 (centres undefined)	-11%	-9%
Cc1cccc(C(=O)Nc2cccc(OCc3cc(=O)n4cccc(C)c4n3)c2)c1	-2%	-4%
Cc1ccc(CCNC(=O)c2cc3cc(S(=O)(=O)N4CCCCC4)ccc3n2C)cc1	-10%	-11%
CC1CCN(S(=O)(=O)c2ccc3nc(N4CCN(c5ccccc5)CC4)ccc3c2)CC1	7%	-9%[57.5 µM]
O=C1CCCC2=C1C(c1ccc(OCc3ccc([N+](=O)[O-])cc3)c(Cl)c1)C1=C(CCCC1=O)O2	-10%	-2%

Additional entries:
SMILES	AID inh	UDG counter
COc1cccc(NC(=O)Cn2c(=O)n(CCC(=O)NCCc3ccc(Cl)cc3)c(=O)c3ccccc32)c1	-10%	-6%
Cc1ccc(NC(=O)N2CCC(c3ccccc3)C2)cc1C (centres undefined)	-16%	-6%[57.5 µM]
CCC1CCCCN1CCCNC(=O)c1ccc2c(c1)N(Cc1ccc(Cl)cc1)C(=O)c1ccccc1S2(=O)=O (centres undefined)	-30%	-12%
CC(C)NC(=O)C1CCN(C(=O)N2CC(C)Oc3ccccc32)CC1 (centres undefined)	-8%	-4%
Cc1ccccc1CCNC(=O)c1ccc(NC(=O)N2CC(C)Sc3ccccc32)cc1 (centres undefined)	-29%	-5%
CCOc1ccc(Nc2oc(-c3ccc(COc4ccccc4C)o3)nc2C#N)cc1	?	-12%
Cc1ccc(Cl)cc1N1CCN(c2ncnc3c2nc2n3CCCCC2)CC1	?	-14%
COc1cccc(/C=N/O)c1OC	0%	-2%
COc1ccc(OCCNC(=O)Cc2c[nH]c3ccccc23)cc1	3%	0%
CCCCNC(=O)Nc1ccc2c(c1)N(C)C(=O)c1ccccc1S2	-7%	-7%[57.5 µM]
CC(OC(=O)c1ccc(O)cc1)C(=O)C12CC3CC(CC(C3)C1)C2 (centres undefined)	-6%	4%
O=C(NCCc1csc(-c2ccc(F)cc2)n1)C(=O)Nc1ccc(Cl)cc1	12%	22%
CCOCCCNC(=O)Cn1nc(CC)n2c(cc3c(OC)cccc32)c1=O	37%[activator]	5%

A portion of the library; rates above refer to the full screens.
